# BLM inh: Bloom syndrome helicase (human) inhibition. P54132. recombinant BLM DNA unwinding, fluorescence dequenching. Potency, µM (top dose mostly 56.1 µM), inactives show top-dose activity change, negative = inhibition, most hits filed as inhibitors. 350,000 tested, 0.2% active. AID 2528;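 further: potency means the concentration at half of the fitted maximal effect; plate controls were vehicle for no effect and no enzyme for full effect; nearly all actives have a fitted effect of over 35% in size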
# TRHR agonist: activates the human TRH receptor | P34981 | activation, % at 2 µM | TRHR cells, calcium flux fluo-8, FDSS agonist mode | 360,000 tested, 0.18% active; in the data active means activation above about 30%; further: 0% is about no effect
# Target sequence (P34981 whole entry, looked up): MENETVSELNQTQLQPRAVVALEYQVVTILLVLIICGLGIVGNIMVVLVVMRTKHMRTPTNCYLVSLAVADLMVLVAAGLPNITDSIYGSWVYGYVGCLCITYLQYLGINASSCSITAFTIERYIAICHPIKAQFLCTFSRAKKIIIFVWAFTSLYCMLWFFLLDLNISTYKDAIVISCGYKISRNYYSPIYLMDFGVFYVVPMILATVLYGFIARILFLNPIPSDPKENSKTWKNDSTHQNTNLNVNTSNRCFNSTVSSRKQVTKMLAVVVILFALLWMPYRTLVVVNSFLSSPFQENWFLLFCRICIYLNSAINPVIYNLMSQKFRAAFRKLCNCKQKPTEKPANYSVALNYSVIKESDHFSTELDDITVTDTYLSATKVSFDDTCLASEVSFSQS
#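 Read-out: compound-evoked intracellular calcium rise in TRHR cells, fluo-8 dye, kinetic FDSS fluorescence at 1 s/cycle following a 10-cycle baseline. Cells cultured overnight before dye loading (30 min–1.5 h, RT).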
# Pol kappa inh: blocks human DNA polymerase kappa activity; Q9UBT6; purified Pol kappa, fluorescent DNA synthesis assay, 10 min; Potency, µM (top dose mostly 107 µM), for the others: at the top dose activity, negative = inhibition, actives largely listed as inhibitors; 400,000 tested, 0.53% active; AID 588579; further: potency means the concentration at half of the fitted maximal effect; on the % scale 0 is the no-effect control and ±100 the full control effect
#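 Enzyme at 10 nM met test compounds for 15 min at room temperature. Substrate addition (50 nM final) began the reaction, which was monitored by fluorescence at 0 and 10 min.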
# ERG Ets-DNA blk: blocks human ERG Ets domain binding to DNA; fluorescence polarization, His-ERG Ets domain / labelled DNA; Potency, µM (highest dose often 76.9 µM), without a hit: top-dose FP activity, negative = inhibition, actives largely listed as inhibitors; 370,000 tested, 0.028% active; AID 624246; active means well fitted inhibition curve with a large enough effect in the polarisation, with a control signal flat; inconclusive means small, poorly fitted or top-dose-only effect, or effect the other way, or a change in a side signal; inactive means no such curve, though single readings can be large or run the other way; the % refers to the polarisation;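 further: polarization taken with two DNA probes labelled with fluorescein and Texas red; potency means the concentration at half of the fitted maximal effect; % of control where 0% means no effect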
#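 His-tagged ERG Ets domain (1 uM in the protein solution; 300mM KCl, 50mM Tris-HCl, 1mM EDTA, 1mM DTT, pH 7.5) received compound, then a probe mix of 5 nM fluorescein-DNA and 100nM Texas-615-DNA. Fluorescence polarization was read for both dyes.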
# Pol beta inh: inhibitors of human DNA polymerase beta. Pol beta primer extension/strand displacement, fluorescence kinetic. Potency, µM (titrated, usually from 114 µM), for the others: at the top dose activity change, negative = inhibition, most hits filed as inhibitors. P06746. 340,000 tested, 1.3% active; further: potency means the concentration at half of the fitted maximal effect; on the % scale 0 is the no-effect control and ±100 the full control effect
#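 Preincubation: enzyme (10 nM) with compound, 15 min, RT. Reaction: substrate added to 50 nM final. Reads: 0 and 10 min. Analysis: normalized, Hill fit.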
# Pol iota inh: inhibitors of human DNA polymerase iota; Q9UNA4; Pol iota fluorescent replication assay, 10 min; Potency, µM (titrated, usually from 115 µM), for inactives: at the highest dose activity, negative = inhibition, hits mostly inhibitors; 390,000 tested, 1% active; further: potency means the concentration at half of the fitted maximal effect
# Target sequence (Q9UNA4 whole entry, looked up): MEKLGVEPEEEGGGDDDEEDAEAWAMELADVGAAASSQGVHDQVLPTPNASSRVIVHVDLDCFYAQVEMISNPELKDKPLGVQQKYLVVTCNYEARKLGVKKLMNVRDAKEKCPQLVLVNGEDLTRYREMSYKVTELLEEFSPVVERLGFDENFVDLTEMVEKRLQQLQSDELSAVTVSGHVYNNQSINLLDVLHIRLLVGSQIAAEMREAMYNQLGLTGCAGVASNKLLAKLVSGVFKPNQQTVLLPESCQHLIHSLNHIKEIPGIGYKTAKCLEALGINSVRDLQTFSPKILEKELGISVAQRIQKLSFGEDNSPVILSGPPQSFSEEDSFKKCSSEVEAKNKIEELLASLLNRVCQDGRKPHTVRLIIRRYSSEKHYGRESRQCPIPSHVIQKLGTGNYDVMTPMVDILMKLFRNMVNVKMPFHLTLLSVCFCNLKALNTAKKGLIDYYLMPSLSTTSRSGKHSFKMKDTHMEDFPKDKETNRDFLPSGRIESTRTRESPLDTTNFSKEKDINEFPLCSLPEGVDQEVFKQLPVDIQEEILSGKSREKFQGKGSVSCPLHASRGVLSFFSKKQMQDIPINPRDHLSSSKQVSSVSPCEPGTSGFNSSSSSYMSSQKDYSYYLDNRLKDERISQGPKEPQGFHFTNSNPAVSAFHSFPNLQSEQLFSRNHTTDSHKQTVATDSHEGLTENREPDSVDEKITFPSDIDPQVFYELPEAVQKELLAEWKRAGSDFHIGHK
#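 Fluorescent replication assay read twice, at 0 min and 10 min after adding 50 nM (final) substrate. Enzyme (10 nM) and compounds were first incubated 15 min at room temperature; enzyme-free buffer wells were negative controls.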
# Anesthetic bind: binds horse apoferritin like a general anesthetic | P02791 | apoferritin/1-aminoanthracene competitive binding, fluorescence | Potency, µM (top dose mostly 77.5 µM), without a hit: at the top dose activity change, negative = displacement, most hits filed as inhibitors | 350,000 tested, 0.074% active | AID 485281; further: potency means the concentration at half of the fitted maximal effect; on the % scale 0 is the no-effect control and ±100 the full control effect; nearly all actives have a fitted effect of over 20% in size
#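 In PBS, apoferritin at 10 uM is loaded with 1-AMA from a 50% saturated solution. After 10 min of compound exposure at ambient temperature, reduced 535 nm fluorescence indicates probe displacement.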
# 12-LOX inh: ALOX12 (human) lipoxygenase inhibition; P18054; purified 12hLO, xylenol orange hydroperoxide absorbance; Potency, µM (doses to about 108 µM), for inactives: top-dose activity change, negative = inhibition, actives largely listed as inhibitors; 580,000 tested, 1.1% active; AID 1671190; further: potency means the concentration at half of the fitted maximal effect; on the % scale 0 is the no-effect control and ±100 the full control effect
#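 Hydroperoxide product was detected by ferrous iron/xylenol orange as the 573 to 405 nm absorbance ratio. Arachidonic acid at 40 uM (final) was turned over for 30 min at room temperature by 150 nM human 12hLO, pH 7.0 Hepes buffer, after 15 min compound preincubation.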
# APE1 inh: APE1 (human) endonuclease inhibition | recombinant APE1, TAMRA/BHQ-2 abasic DNA cleavage fluorescence | Potency, µM (doses to about 65.8 µM), without a hit: at the highest dose activity change, negative = inhibition, actives largely listed as inhibitors | 350,000 tested, 0.35% active | AID 2517;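 further: potency means the concentration at half of the fitted maximal effect; plate controls were vehicle for no effect and reference inhibitor for full effect; nearly all actives have a fitted effect of over 55% in size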
#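 Substrate: short duplex with […] THF abasic site, 5'-TAMRA and 3'-BHQ-2, 50 nM final. APE1 at 0.75 nM, preincubated 15 min RT with compound. Fluorescence increase from first to third read measured activity.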
# * hit, by the source's call; ? = inconclusive; nt = not tested or not shown; & = joins results of further samples; [ ] = dose if it differs, or a comment. Unless noted, the call rests on the fitted dose curve; in most records, active means well fitted curve in the direction sought with a large enough effect; inconclusive means small, poorly fitted or top-dose-only effect, or another doubt; inactive means no such curve, though single readings can be large; an effect the other way counts as inactive or inconclusive. Only part of the results is shown; the hit share may differ from the screen's.
# Under each structure – Anesthetic bind	ERG Ets-DNA blk	Pol beta inh	Pol kappa inh	APE1 inh	BLM inh	TRHR agonist	Pol iota inh	12-LOX inh
[1] Cc1ccc(S(=O)(=O)Nc2ccc(O)c3ccccc23)c(C)c1
    3%	7%	-19%	-16%	-20%	-10%	-2.1	?	?
[2] CC(C)(C)n1nnnc1C(c1ccncc1)N1CCN(c2ccc(O)cc2)CC1 (centres undefined)
    -17%	nt	2%	6%[60.1 µM]	-1%	0%	0.8	?	?
[3] CC(=O)c1cc(F)ccc1OCC(=O)Nc1ccc2c(c1)OCO2
    nt	8%	nt	9%	9%	nt	nt	-16%	0%
[4] Cc1ccccc1OCC(=O)Nc1ccccc1N1CCOCC1
    -4%	0%	-22%	-8%	-3%	-3%	2.7	2%	11%
[5] COc1cc(OC)cc(C(=O)N[C@H](C(=O)NCCc2c[nH]c3ccccc23)C(C)C)c1
    -9%	4%	14%	-2%	-5%	-6%	0.2	176%[activator]	?
[6] CCOc1ccc(CN2CCNC(=O)C2CC(=O)NCCc2nc(C)c3c(n2)CCC3)cc1 (centres undefined)
    -19%	-6%	4%	-3%	46%	2%	-0.2	20%	0%
[7] COC(=O)c1cc(NC(=O)Cn2nc(C)n3cccc3c2=O)cc(C(=O)OC)c1
    -14%&-6%	-14%&8%	1%&-5%	9%&-3%	-10%	-1%&-11%	-0.5&0.3	-18%&3%	?
[8] CCOC(=O)C1(CCOc2ccccc2)CCN(CC(O)CO)CC1 (centres undefined)
    -6%	10%	2%	4%	14%	-1%	-2.5	29%	1%
[9] Cn1ccc(O)c(C#N)c1=O
    2%	2%	37%	-18%	-5%&10%	8%&4%	-0.8	-12%	-6%
[10] CNC[C@H](CC1CCCCC1)NC[C@H](CO)NCCc1cccc(C(F)(F)F)c1
    -20%	5%	11%	-19%	7%	-12%	2.6	?	0%
[11] CC(=O)OC(COC1C[C@@H]2CC[C@@]1(C)C2(C)C)C[N+]1(C)CCCCC1 (some centres undefined)
    -3%	0%	20%	-8%	9%	0%	0.6	117%[activator]	?
[12] Cc1ccc2cc(C(c3nnnn3CC3CCCO3)N3CCc4ccccc4C3)c(=O)[nH]c2c1 (centres undefined)
    -14%	-2%	13%	-17%	-6%	-9%	0.1	17%	-22%
[13] COC(=O)c1c(NC(=O)Cc2ccccc2)sc2c1CCN(C(C)C)C2
    -12%	5%	5%	-4%	20%	-6%	2.1	-21%	21%
[14] CN(C)c1nc2c(c(=O)[nH]c(=O)n2C)n1Cc1ccc(F)cc1
    -12%	10%	?	5%	-11%	0%	-0.4	-4%	-6%
[15] COc1ccc(-c2noc(C3CCCN(C(=O)c4ccccc4OC)C3)n2)cc1OC (centres undefined)
    -17%	3%	22%	-25%	3%	3%	-0.2	4%	24%
[16] O=C(Nc1ccc(S(=O)(=O)N2CCCC2)cc1)c1c(F)cccc1F
    ?	8%	-11%	2%	38%	-4%	0.0	11%	?
[17] CCCc1c(C)c2ccc(O)c(CN3CCN(c4ccc(F)cc4)CC3)c2oc1=O
    -3%	0%	-1%	8%	nt	-3%	0.3	-2%	-1%
[18] N#Cc1ccc(NC(=O)C2Cc3ccccc3CN2S(=O)(=O)c2ccc(F)cc2)cc1 (centres undefined)
    -3%	0%	4%	-4%	nt	-14%	1.0	11%	0%
[19] COC(=O)CCC(=O)N(CCN(Cc1ccccc1)C(=O)CCC(=O)OC)Cc1ccccc1
    nt	3%	nt	14%	nt	nt	nt	-10%	97%[activator]
[20] CCN1C(=O)CC(N2CCC(Cc3ccccc3)CC2)C1=O (centres undefined)
    -12%	-7%	37%	-20%	1%	1%	-0.2	68%[activator]	-7%

# Some of these compounds in order of the Anesthetic bind value, lowest first:
item | structure | Anesthetic bind
6 | CCOc1ccc(CN2CCNC(=O)C2CC(=O)NCCc2nc(C)c3c(n2)CCC3)cc1 (centres undefined) | -19%
13 | COC(=O)c1c(NC(=O)Cc2ccccc2)sc2c1CCN(C(C)C)C2 | -12%
4 | Cc1ccccc1OCC(=O)Nc1ccccc1N1CCOCC1 | -4%

# Other entries follow.
# Under each structure – Anesthetic bind	ERG Ets-DNA blk	Pol beta inh	Pol kappa inh	APE1 inh	BLM inh	TRHR agonist	Pol iota inh	12-LOX inh
[21] COc1cccc(CC(=O)NCC2(N3CCCCC3)CCCCC2)c1
    -7%	-2%	9%	-15%	5%	1%	0.4	15%	-17%
[22] COc1ccc(OC)c(-c2nnc3n2N=C(c2ccc(OC)c(OC4CCCC4)c2)CS3)c1
    nt	nt	nt	-26%	19%&-11%	nt	nt	-8%	?
[23] CCOC(=O)C1=NNC(C(=O)c2ccc(C)cc2)C1c1ccc(OC)cc1 (centres undefined)
    ?	-2%	-30%	-4%	-7%	-5%	-0.3	-17%	?
[24] C=CCn1c(SCc2ccc(C(=O)NCCO)cc2)nc2sc(C)c(C)c2c1=O
    5%	-7%	-19%	-10%	-5%	-7%	-1.1	54%[activator]	-2%
[25] CCN(CCNC(=O)Cn1cc2c(n1)CCCC2)c1ccccc1
    -10%	-7%	-3%	-14%	2%	-1%	-0.3	-2%	299%[activator]
[26] COc1ccc(C2CC3(CC(C)(C)NC(SC)=N3)Oc3cc(O)cc(C)c32)cc1 (centres undefined)
    -10%	-1%	-2%	-1%	2%	-2%	-0.1	-8%	?
[27] Cc1cc(C)c(C#N)c(N2CCN(S(=O)(=O)Cc3ccccc3)CC2)n1
    -1%	4%	19%	-15%	4%	0%	-0.7	13%	193%[activator]
[28] O=C(Nc1ccc(Cl)cc1)N(Cc1nnc2n1CCCCC2)c1ccccc1
    -8%	-3%	-3%	-9%	10%	1%	0.9	19%	5%
[29] Cc1cc(C(=O)COC(=O)c2ccccc2O)c(C)n1CC1CCCO1 (centres undefined)
    nt	-2%	nt	-15%	18%	nt	0.4	41%[activator]	-11%
[30] COc1cc(OC)cc(C(=O)Nc2nc(-c3nnn(-c4ccc(F)c(Cl)c4)c3C)ns2)c1
    8%	4%	3.2µM*	10%	nt	-11%	-0.5	?	?
[31] CCc1ccc(N2CCn3c2nc2c3c(=O)n(Cc3ccc(F)cc3)c(=O)n2C)cc1
    -4%	-5%	0%	-2%	nt	-8%	0.4	38%	-15%
[32] COc1cccc(Cn2cnc3c(sc4nc(C)cc(C)c43)c2=O)c1
    -4%	5%	-29%	-9%	19%	-1%	-2.3	74%[activator]	?
[33] CC(C)Oc1ccc(C(=O)Nc2ccc(C(F)(F)F)n(C)c2=O)cc1
    -10%	-10%	-15%	-1%	6%	-3%	-0.6	54%[activator]	-1%
[34] COc1cc(OC)cc(C(=O)N2CCN(C(=O)c3cccs3)CC2)c1
    -1%	81%[activator]	21%	-5%	37%	-2%	0.3	102%[activator]	-15%
[35] Cc1ccc(S(=O)(=O)Cn2nnnc2C(C(C)C)N2CCc3ccccc3C2)cc1 (centres undefined)
    -21%	nt	7%	-16%[60.1 µM]	-3%	-9%	-1.4	27%	nt
[36] O=C(CN1C(=O)NC(Cc2ccccc2)C1=O)NC(=O)NC1CCCCC1 (centres undefined)
    1%	-1%	3%	-4%	1%	-1%	0.3	14%	5%
[37] O=C1NC(=O)C(CC(=O)N(Cc2cccs2)C2(C(=O)NC3CCCCC3)CCCCC2)N1 (centres undefined)
    3%	1%	26%	-22%	3%	3%	0.3	-3%	-2%
[38] Cc1nc(-c2cccc(S(=O)(=O)N3CCC(C(=O)NCc4ccccc4)CC3)c2)no1
    -13%	6%	-19%	-7%[60.1 µM]	nt	-5%	0.1	20%	?
[39] COc1ccccc1NC(=O)CSc1nnc(-c2nonc2NC(C)=O)n1-c1ccccc1
    2%	-1%	4%	-4%	nt	-3%	-0.2	24%	5%
[40] COc1ccc(C(=O)NC2CC3CCCC(C2)N3Cc2ccccc2)cc1OC (centres undefined)
    -8%	-6%	9%	-6%	54%[activator]	-2%	-0.7	2%	3%
[41] c1ccc(CNc2ccnc(-c3ccc4c(c3)OCO4)n2)cc1
    -22%	nt	nt	-17%[60.1 µM]	-9%	-11%	nt	nt	?
[42] Cc1nn(CC(=O)NC(C)CCc2ccccc2)c(=O)c2nn(-c3ccccc3)c(C)c12 (centres undefined)
    ?	-14%	25%	3%	-8%	-2%	-0.8	?	-5%
[43] O=C(O)c1cc(N/N=C/c2c[nH]c3ccccc23)ccc1Cl
    -3%	12%	-1%	?	61%	0%	0.3	?	nt
[44] CC(=O)Nc1ccc(C(=O)CN2C(=O)NC3(CCOc4ccccc43)C2=O)c(F)c1 (centres undefined)
    nt	nt	nt	-14%	10%	nt	0.5	40%[activator]	-11%
[45] COc1cccc(NC(=O)[C@@H](NC(=O)N2CCn3c2nc2ccccc23)C(C)C)c1
    -14%	4%	-19%	-8%	39%	-7%	-0.1	21%	0%
[46] CCOC(=O)C1=C(C)Nc2nc3ccccc3n2C1c1ccncc1 (centres undefined)
    -10%	-1%	?	0%	-2%	-2%	-1.4	10%	0%
[47] Cc1ccc(Cl)cc1N1CCN(C(c2cccnc2)c2nnnn2C2CCCCC2)CC1 (centres undefined)
    2%	nt	-2%	-7%[60.1 µM]	-2%	0%	-0.4	29%	9%
[48] O=C(/C=C/c1ccccc1)N1CCC[C@H]1CO
    -8%	-5%	-2%	-2%	3%	-3%	-0.1	20%	-3%
[49] COCc1nnc(NC(=O)c2ccc(S(=O)(=O)N3CCCCCC3)cc2)o1
    -14%	-6%	1%	-14%	1%	1%	0.3	-1%	2%
[50] Cn1cc(S(=O)(=O)Oc2ccccc2)c(=O)n(C)c1=O
    -8%	-4%	8%	-16%	-3%	-2%	0.2	90%[activator]	2%
[51] O=C(/C=C/c1ccc(Cl)cc1)NC(=S)Nc1ccc(NC(=O)c2ccco2)cc1
    -7%	1%	8%	0%	-4%	0%	1.0	1%	7%
[52] N#CCCn1c(=O)c(-c2cccc(C#N)c2)nc2cnc(Oc3ccccc3)nc21
    nt	nt	nt	2%[60.1 µM]	-6%	?	nt	nt	-24%

# Compound activity: PubChem, National Center for Advancing Translational Sciences (NCATS)
